Assay outcomes deposited in PubChem BioAssay by National Center for Advancing Translational Sciences (NCATS).
MCF10A rereplic: A quantitative high throughput screen for small molecules that induce DNA re-replication in MCF 10a normal breast cells. AID 624296, 2012. Potency, µM (doses to about 46.1 µM), for inactives: top-dose activity, positive = re-replication, usual class: activators. actives 2.9% (n = 350,000). MCF 10A DNA re-replication, Hoechst nuclear intensity, 48 h; also: potency is read from the fitted curve at half-maximal effect; % of control where 0% means no effect; nearly all actives have a fitted effect of over 50% in size
KB-3-1 cytotox: qHTS assay for MDR1-selective chemotherapeutics: Primary screen using the parental adenocarcinoma cell KB-3-1; actives 1.4% (n = 400,000); Potency, µM (titrated, usually from 46.1 µM), for inactives: at the top dose activity change, negative = cytotoxic, usual class: cytotoxic; AID 1347075, 2019; KB-3-1 viability, CellTiter-Glo ATP luminescence, 72 h; also: potency is read from the fitted curve at half-maximal effect; % is scaled to controls: 0 for no effect and ±100 for the full control effect; nearly all actives have a fitted effect of over 60% in size
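72 h, 37 °C compound treatment of KB-3-1 parental cells; CellTiter-Glo added, 10 min, luminescence read. Data corrected against DMSO-only plates and normalized before curve fitting.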
HT1080 IDH1KD tx: qHTS for induction of synthetic lethality in tumor cells producing 2HG: qHTS for the HT-1080-IDH1KD cell line | actives 2% (n = 360,000) | HT-1080 IDH1 knockdown viability, ATP luminescence, 48 h | Potency, µM (highest dose often 46.1 µM), for the others: top-dose activity, negative = toxicity, actives largely listed as cytotoxic | AID 686971, 2013;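 also: potency is read from the fitted curve at half-maximal effect; 0% = DMSO wells and -100% = cell-free medium wells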
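Luminescent ATP read-out (CellTiter-Glo, 10 min at room temperature) after 48 h compound exposure at 37 °C gave viability of IDH1-knockdown HT-1080 cells. Activity was normalised to DMSO and cell-free wells, then fitted as concentration-response curves.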
IL-1B inflam inh: qHTS for Inhibitors of Inflammasome Signaling: IL-1-beta AlphaLISA Primary Screen; THP-1 LPS/ATP IL-1B secretion, AlphaLISA, 16 h; hits give low values; activity change, % at 57.5 µM; actives 4.7% (n = 360,000); AID 743279, 2014; in the data active = activity change below about -50%; inconclusive = mostly about -30% to -49%; also: % is scaled to controls: 0 for no effect and ±100 for the full control effect
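Secreted IL-1B measured by AlphaLISA bead assay after 16 h compound exposure of THP-1 cells; compounds (final up to 57.5 uM) added 1 h before LPS (250 ng/mL) and ATP (1.25 mM) stimulation; lower signal means less secretion.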
SW480 rerep: A quantitative high throughput screen for small molecules that induce DNA re-replication in SW480 colon adenocarcinoma cells. AID 624297, 2012. SW480 DNA re-replication, Hoechst DNA content imaging, 48 h. Potency, µM (doses to about 46.1 µM), for inactives: at the highest dose re-replication activation, usual class: activators. actives 1.8% (n = 340,000); also: potency is read from the fitted curve at half-maximal effect; % of control where 0% means no effect; nearly all actives have a fitted effect of over 55% in size
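Readout is total intensity of Hoechst-stained nuclei, excited at 405 nm and collected at 500-530 nm. Compound treatment lasted 48 hr at 37 C in 5% CO2 before staining.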
ATXN2 expr inh: Primary qHTS for Inhibitors of ATXN expression. HEK-293 ATXN2-luciferase reporter, luminescence, 24 h. Potency, µM (series often up to 57 µM), without a hit: at the top dose activity change, negative = inhibition, actives largely listed as inhibitors. actives 0.72% (n = 360,000). AID 1745845, 2022; also: potency is read from the fitted curve at half-maximal effect; % is scaled to controls: 0 for no effect and ±100 for the full control effect; nearly all actives have a fitted effect of over 55% in size
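ATXN2-luciferase reporter cells (luciferase flanked by upstream and downstream ATXN2 gene portions) were treated 24 h at 37 °C with compounds at up to 57 uM. SteadyGlo luminescence gave expression; GF-AFC fluorescence gave viability.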
S2 tox: Viability Counterscreen for Primary qHTS for Inhibitors of ATXN expression | AID 651635, 2014 | actives 0.49% (n = 400,000) | Potency, µM (highest dose often 56.7 µM), usual class: cytotoxic | S2 cells (HEK-293 line with an ATXN2-luciferase reporter) viability, CellTiter-Fluor protease fluorescence, 24 h; also: potency is read from the fitted curve at half-maximal effect; nearly all actives have a fitted effect of over 40% in size
HT1080-NT tox: qHTS for induction of synthetic lethality in tumor cells producing 2HG: qHTS for the HT-1080-NT fibrosarcoma cell line | HT-1080-NT fibrosarcoma viability, CellTiter-Glo ATP luminescence, 48 h | Potency, µM (top dose mostly 46.1 µM), inactives show at the highest dose activity, negative = less viability, usual class: cytotoxic | actives 1.6% (n = 360,000);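 also: NT is the 2HG producing partner of a matched IDH1 knockdown line; potency is read from the fitted curve at half-maximal effect; 0% = DMSO-treated cells and -100% = media-only wells without cells; nearly all actives have a fitted effect of over 55% in size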
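HT-1080-NT fibrosarcoma cells (2HG-overproducing), 750 cells/well in RPMI with 5% FBS, dosed after 2 h and incubated 48 h at 37C. CellTiter-Glo luminescence normalized to DMSO and no-cell wells; concentration-response curves fitted and classed.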
KB-V1 MDR tox: qHTS assay for MDR1-selective chemotherapeutics: Primary screen using the drug-selected MDR subline cells KB-V1 | KB-V1 MDR cells viability, CellTiter-Glo, 72 h | Potency, µM (top dose mostly 46.1 µM), without a hit: at the top dose activity change, negative = cytotoxicity, hits mostly cytotoxic | actives 3.4% (n = 400,000); also: potency is read from the fitted curve at half-maximal effect; % is scaled to controls: 0 for no effect and ±100 for the full control effect; nearly all actives have a fitted effect of over 60% in size
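Cytotoxicity via CellTiter-Glo luminescence after 72 h compound exposure at 37 degrees C. Cells: drug-selected KB-V1 line, DMEM phenol-red free plus 10% FBS. Compounds tested at multiple concentrations; normalized data fitted to concentration-effect curves.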
* = called active by the depositor; i = inactive; ? = inconclusive; . = not tested or not shown; [ ] = dose if it differs, or a comment. Unless noted, calls follow the shape of the dose curve; as a rule, active = well fitted curve in the direction sought with a large enough effect; inconclusive = small, poorly fitted or top-dose-only effect, or another doubt; inactive = no such curve, though single readings can be large; an effect the other way counts as inactive or inconclusive.

SMILES | MCF10A rereplic | KB-3-1 cytotox | HT1080 IDH1KD tx | IL-1B inflam inh | SW480 rerep | ATXN2 expr inh | S2 tox | HT1080-NT tox | KB-V1 MDR tox
O=C1C(=O)c2ccccc2C(O)=C1c1ccccc1F | 5% | -2% | -9% | 0 | -9% | -31% | ? | 7% | -4%
O=C(COc1cccc2cccnc12)N/N=C/c1cccn1-c1ccc(F)cc1 | ? | 7% | -18% | -89* | -11% | ? | ? | 2% | -1%
CCCC(C)NC(=O)C1CCN(C(=O)C2CC(=O)N(c3ccc(C)cc3)C2)CC1 (configuration not stated) | 7% | ? | 0% | 4 | -11% | -6% | i | 3% | -1%
CCOC(=O)C(=NC1CCS(=O)(=O)C1)NNc1ccc(Br)cc1 (configuration not stated) | ? | -3% | ? | -18 | -3% | ? | i | ? | 3%
CCOc1ccc(NC(=O)c2oc3ccccc3c2NC(=O)Cc2ccc(OC)c(OC)c2)cc1 | . | -11% | . | . | . | 46%[activator] | i | . | -5%
O=C(Nc1ccc(Cl)c(C(F)(F)F)c1)C1Cc2c(-c3ccccc3)ccnc2O1 (configuration not stated) | . | 0% | ? | -1 | . | -25% | ? | ? | -1%
CCC(C)C(=O)Nc1nc2ccc(S(C)(=O)=O)cc2s1 (configuration not stated) | 14% | 1% | -20% | ? | 2% | 2% | i | -4% | 3%
O=C(CSc1nc2ccccc2c(=O)n1-c1ccc(F)cc1)Nc1ccc(C(=O)O)cc1 | 11% | 9% | 3% | 13 | -3% | -7% | i | -19% | 5%
O=C(CCC(=O)Nc1ccccc1)NNC(=O)COc1ccccc1 | 8% | 3% | 1% | 6 | 1% | 0% | i | 0% | 18%
O=C(Nc1ccc(F)cc1)c1ccc(C(=O)N2CCCC(O)C2)cc1 (configuration not stated) | ? | 9% | 7% | 0 | ? | 3% | i | 17% | 6%
CCCNC(=O)CN(Cc1ccccc1F)S(=O)(=O)c1ccc(C)cc1 | 0% | -11% | 0% | -18 | 3% | -11% | i | 11% | 8%
CCN1CCN(C(=O)c2cn(CC)c3ccc(S(=O)(=O)N(C)C)cc3c2=O)CC1 | 0% | 9% | -1% | 1 | 0% | 2% | i | 6% | 22%
CCOc1ccc(N2C(=O)C3C(c4ccccc4F)NN(C(=O)c4ccc(C)cc4)C3C2=O)cc1 (configuration not stated) | 15% | 4% | -2% | 3 | 2% | 0% | i | 1% | 17%
Cc1ccc(Nc2nc(N)nc(CSC(=S)N3CCOCC3)n2)cc1 | -179%[0.0737 µM] | -1% | -12% | ? | 22% | 68%[activator] | i | -6% | -9%
COC1=C(Br)C(=O)c2ncccc2C1=O | 5.2µM* | ? | 8.2µM* | -14 | 2.9µM* | 15µM* | 24µM* | -22% | ?
COc1ccc([N+](=O)[O-])cc1C(=O)Nc1ccc(OCC(=O)N2CCOCC2)cc1 | 11% | 14% | 13% | 1 | -5% | -9% | i | 20% | 25%
S=c1[nH]nc(-c2cccs2)n1Cc1ccccc1 | 0% | -22% | 7% | 0 | 4% | . | i | 25% | -4%
CN1CCN(C(=O)NC2CCCN2S(=O)(=O)c2ccc(Cl)cc2)CC1 (configuration not stated) | 2% | 5% | 11% | 7 | -6% | 17% | i | 2% | 6%
O=C1CCCN1CCCNc1nc(NCc2cccs2)nc2ccsc12 | . | -3% | -6% | -84* | . | -28% | ? | ? | -22%
CNS(=O)(=O)c1cc(OC)c(OC)cc1CC(=O)OC | -15% | 11% | 1% | -19 | -13% | 26% | i | -1% | 0%
CC(CNC(=O)c1cc(COc2ccc3ncccc3c2)on1)c1ccccc1 (configuration not stated) | ? | . | ? | -5 | 2% | ? | . | ? | .
O=C(COc1ncnc2ccccc12)Nc1cc([N+](=O)[O-])ccc1Cl | -35%[inhibitor] | -4% | -3% | 36 | 18% | -28% | i | -1% | -23%
CCO[C@H]1OC(C(=O)NC2CC2)=C[C@@H](c2ccccc2)[C@@H]1CCCO | 23µM* | -2% | ? | 11 | ? | -1% | i | ? | 2%
COC(=O)c1ccc(-c2nc(O)c(C)s2)cc1 | -1% | 0% | 0% | 0 | -1% | 5% | i | 2% | 5%
O=C(CCCNc1ccccc1)N/N=C/c1cccs1 | 4% | -5% | 0% | 17 | -6% | 18% | i | -3% | ?
COc1cc(/C=N/NC(=O)COc2ccccc2[N+](=O)[O-])ccc1OC(=O)c1ccco1 | 2% | -6% | 18% | 3 | -7% | 9% | i | 6% | 21%
Cc1ccc(-n2c(=O)[nH]cc(C(=O)Nc3ccc4c(c3)OCCO4)c2=O)cc1 | 4% | 21% | 10% | 36 | -2% | 9% | i | 0% | 7%
O=C1SC(SCc2ccccc2)=N/C1=C\c1ccc(C(=O)O)cc1 | 0% | -1% | -6% | -58* | -1% | -21% | i | -1% | -7%
O=C(Nc1cccc(F)c1)c1cccnc1NCCc1ccccc1 | ? | 8% | ? | -60* | -1% | -8% | i | ? | -16%
CC(C)OCCCNC(=O)c1ccc(CN2CCc3ccccc3C2)cc1 | 15% | 0% | 3% | 12 | 6% | -19% | i | ? | -26%
COc1cc(-c2ccc(NC(C)=O)c(OC)c2)ccc1NC(C)=O | 9% | -3% | -12% | -3 | 0% | . | i | -20% | -2%
Cc1ccccc1/C=C/c1nc2ccccc2c(=O)[nH]1 | 18µM* | ? | -25% | 35 | ? | ? | . | -22% | ?
Cc1cccc(-c2n[nH]c(=S)n2C)c1 | -1% | ? | 16% | -10 | -5% | -17% | i | 15% | 21µM*
O=C(COC(=O)c1ccc(Br)o1)Nc1ccc(Br)cc1 | 0% | -7% | 4% | 7 | -22% | 10% | i | 10% | 20%
Cc1ccccc1-c1cc(C(=O)O)n(CC2CC(c3cccnc3)=NO2)n1 (configuration not stated) | 23% | 2% | 3% | 0 | -1% | -4% | i | 6% | 1%
COCCn1nnnc1C(c1cc2ccc(OC)cc2[nH]c1=O)N1CCN(C2CCCCC2)CC1 (configuration not stated) | 4% | 0% | 5% | -3 | 6% | 11% | ? | 0% | 4%
COCCOC(=O)c1nccnc1C(=O)Nc1ccc(S(=O)(=O)N2CCOCC2)cc1 | -5% | 10% | 11% | -10 | 0% | 3% | i | 2% | 0%
COCCNC(=O)C1CCN(Cc2cccc(OCc3ccccc3)c2)CC1 | ? | 0% | -4% | -14 | ? | -25% | i | 2% | -20%
O=C(NC1CCOc2ccccc21)c1ccccn1 (configuration not stated) | -14% | -2% | 8% | -11 | -5% | 1% | i | 7% | ?
COc1ccc(NC(=O)c2cc(S(=O)(=O)N3CCCCCC3)cn2C)c(OC)c1 | . | -6% | . | . | . | 2% | i | . | -14%
CC(C)c1ccc(NC(=S)N2CCCC2)cc1 | 0% | -17% | 11% | -4 | 3% | 0% | i | -1% | -6%
COc1ccc(C(=O)Nc2cc(C)nn2-c2ccc(C)cc2)cc1 | 0% | 1% | -12% | 11 | 2% | 4% | ? | -8% | -4%
Cc1ccc(CNC(=O)c2ccc([N+](=O)[O-])o2)cc1 | ? | ? | ? | ? | ? | 1% | ? | ? | ?
COc1c(C)cccc1C(=O)Nc1ccc(OCC(=O)N2CCOCC2)cc1C | ? | 8% | 20% | i | 2% | 1% | ? | 12% | ?
C[C@@H](c1ccccc1)N1C[C@H](COCc2ccccc2)Oc2cc(N3CCC[C@H]3C(N)=O)ccc2S1(=O)=O | . | 1% | -4% | 22 | . | 4% | ? | -12% | ?
COC(=O)c1c(NC(NC(=O)c2ccccc2)(C(F)(F)F)C(F)(F)F)sc2c1CCN(C)C2 | ? | 1% | 7% | 11 | 0.52µM* | 3% | i | 6% | 8%
OCC1(Cc2ccccc2)CCN(Cc2cc3ccccc3o2)CC1 | -1% | -3% | -24% | ? | 2% | -16% | i | -19% | ?
Cc1cccc(-n2c(C)cc(/C=N/NC(=O)c3ccc(CN4CCOCC4)cc3)c2C)c1 | 0% | -2% | ? | 4 | 0% | -12% | i | 8% | -27%
O=C(CCc1ccccn1)N1CCCC(Nc2ccc(F)cc2)C1 (configuration not stated) | -2% | -1% | -7% | -7 | 2% | -2% | i | 0% | -7%
CN(c1ccc(C(=O)NCc2cccnc2)cc1)S(C)(=O)=O | -21% | -21% | -5% | 2 | 5% | 3% | i | -3% | -20%
NC(=O)c1nsc(C(=O)N(Cc2ccccc2Cl)C(C(=O)NCC2CCCO2)c2ccc(O)cc2)c1N (configuration not stated) | 6% | -5% | -15% | -2 | -3% | 6% | i | -18% | -9%
Cc1ccc(S(=O)(=O)N2CCCCC2)cc1NC(=O)COC(=O)Cc1c(F)cccc1Cl | ? | -21% | -5% | 0 | -53%[inhibitor] | 2% | i | -2% | -23%

A different layout for 3 compounds above:
Values run as follows: MCF10A rereplic	KB-3-1 cytotox	HT1080 IDH1KD tx	IL-1B inflam inh	SW480 rerep	ATXN2 expr inh	S2 tox	HT1080-NT tox	KB-V1 MDR tox
OCC1(Cc2ccccc2)CCN(Cc2cc3ccccc3o2)CC1
  -1%	-3%	-24%	?	2%	-16%	i	-19%	?
Cc1cccc(-n2c(C)cc(/C=N/NC(=O)c3ccc(CN4CCOCC4)cc3)c2C)c1
  0%	-2%	?	4	0%	-12%	i	8%	-27%
O=C(CCc1ccccn1)N1CCCC(Nc2ccc(F)cc2)C1 (configuration not stated)
  -2%	-1%	-7%	-7	2%	-2%	i	0%	-7%
